Bioassay records (PubChem BioAssay)
Lipid storage S3: qHTS Assay for Lipid Storage Modulators in Drosophila S3 Cells. Potency in µM for hits, for the others lipid storage change, negative = inhibition, % at the top dose, mostly 46.1 µM. Drosophila S3 cells, BODIPY lipid droplet fluorescence, 18-24 h; cells fed with added oleic acid. hit rate 0.64% among 320,000; active = well fitted inhibition curve with a large enough effect in the signal ratio, with a control signal flat, not every such curve was filed as active; inconclusive = small, poorly fitted or top-dose-only effect, or effect the other way, or a change in a side signal; the % refers to the signal ratio
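Drosophila S3 cells loaded with oleic acid (400 uM, as added) and compounds at several concentrations; lipid droplets imaged by 488-nm laser-scanning cytometry, 500–530 nm intensity and object ratio to cell channel. Percent activity normalized to 20 uM Triacsin C.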
Lipid storage S3 cell count max: also measured in Lipid storage S3; calls as there; cell number change, %; measured here: cell count max response;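 cells counted by Cell Tracker Red CMTPX staining in the red channel; peak over a dose series mostly up to 46.1 µM; percent activity relative to internal control wells on each plate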
* = called active by the depositor; i = inactive; ? = inconclusive; nt = not tested or not shown; [ ] = remark or other dose. % is scaled to controls: 0 for no effect and ±100 for the full control effect; potency is read from the fitted curve at half-maximal effect. The list is partial, so the mix of outcomes need not match the whole.

Each structure is followed by: Lipid storage S3 cell count max | Lipid storage S3
Cc1ccc([N+](=O)[O-])cc1S(=O)(=O)Nc1ccc(C(=O)N(C)C)cc1
  1 | 0%
CC(=O)Nc1ccc(NC(=O)[C@@H](NC(=O)c2ccccc2F)C(C)C)cc1
  27 | 12%
CN(C)CCCNc1oc(/C=C/c2ccccc2)nc1C#N
  nt | ?
CCOC(=O)C1=C(C)NC(=O)NC1c1ccc(-c2ccc(F)cc2)o1 (stereo unspecified)
  nt | ?
CCc1cc(=O)oc2c3c(cc(OCC(=O)NCCN4CCOCC4)c12)OC(C)(C)CC3
  nt | ?
Cc1cccc(-c2nc(CS(=O)CC(=O)N3CCN(C)CC3)c(C)o2)c1 (stereo unspecified)
  nt | ?
O=C(N/N=C/c1cccc(C(F)(F)F)c1)c1cc2c(s1)-c1ccccc1CC2
  nt | i
O=c1[nH][nH]c(C(F)(F)F)c1C=NCc1ccccc1Cl
  nt | ?
CNc1c(NS(=O)(=O)c2ccc(F)cc2)c(=O)oc2ccccc12
  nt | ?
CCN(CC)S(=O)(=O)c1ccc(=O)[nH]c1
  nt | ?
CC(C)c1ccc(C(O)P(=O)(OCc2ccccc2)c2ccc(N(C)C)cc2)cc1 (stereo unspecified)
  2 | -15%
CN1CCN(C(c2ccccc2)c2ccc(Cl)cc2)CC1 (stereo unspecified)
  0 | -2%
CCN1CCn2c1nc(N1CCOCC1)nc2=O
  nt | ?
COc1ccc(NC(=O)Nc2nnc(C(C)(C)C)s2)cc1
  -23 | -19%
N#Cc1c(/N=C/c2ccc(-c3ccccc3C(=O)O)o2)sc2c1CCCC2
  nt | ?
Cc1ccc(C2OC(=O)c3ccccc32)cc1 (stereo unspecified)
  nt | ?
Cc1cccc(C)c1NC(=O)COC(=O)c1cc[n+]([O-])cc1
  nt | ?
Cc1onc(-c2ccccc2Cl)c1C(=O)N1CCc2ccccc2C1
  nt | ?
COc1cccc(CN(C)C(=O)/C=C/c2ccc(S(=O)(=O)N3CCCCCC3)cc2)c1
  -4 | i
COC(=O)c1cccc(N2C(=O)c3cccnc3C2=O)c1
  0 | 1%
CCCCCCSc1ccc(-c2nc3ccc(C)cn3c2NCc2ccccc2)cc1OC
  nt | ?
CCc1ccccc1Nc1ccc(C(=O)O)cc1N
  nt | ?
COc1ccc(S(=O)(=O)NCc2ccncc2)cc1NC(=O)c1ccc(Cl)cc1
  nt | ?
CCOc1ccc(NC(=O)C2CCCN(c3nc(C)cc(C)n3)C2)cc1 (stereo unspecified)
  12 | -7%
O=C(NCC1CCCO1)c1ccc2ccccc2n1 (stereo unspecified)
  nt | i
O=C(CN(Cc1ccco1)C(=O)Cn1nnc(-c2cccs2)n1)NCC1CCCO1 (stereo unspecified)
  -10 | -6%
COc1ccc(C)cc1S(=O)(=O)N(CC(=O)NCc1ccco1)c1ccc(C)cc1
  nt | ?
CC1=NN(c2ccccc2)C(=O)/C1=C/c1cc2cc(C)ccc2nc1N1CCCCC1
  1 | -19%
CC1(C)CC(=O)C(CC2=C(O)CC(C)(C)CC2=O)C(=O)C1
  nt | ?
CN(C(=O)Nc1ccc(Cl)c(Cl)c1)c1ccccc1C(=O)O
  -4 | -11%

Exported field by field: 4 of the compounds above.
COc1cccc(CN(C)C(=O)/C=C/c2ccc(S(=O)(=O)N3CCCCCC3)cc2)c1
  Lipid storage S3 cell count max: -4
  Lipid storage S3: i
Cc1onc(-c2ccccc2Cl)c1C(=O)N1CCc2ccccc2C1
  Lipid storage S3 cell count max: nt
  Lipid storage S3: ?
CCc1cc(=O)oc2c3c(cc(OCC(=O)NCCN4CCOCC4)c12)OC(C)(C)CC3
  Lipid storage S3 cell count max: nt
  Lipid storage S3: ?
Cc1cccc(-c2nc(CS(=O)CC(=O)N3CCN(C)CC3)c(C)o2)c1 (stereo unspecified)
  Lipid storage S3 cell count max: nt
  Lipid storage S3: ?

Going on with the list:
Each structure is followed by: Lipid storage S3 cell count max | Lipid storage S3
COc1ccc2[nH]c(C(=O)Nc3ncc(C)cc3Br)cc2c1
  -5 | 1%
CC(C)(C)c1ccc(/C=N/NC(=O)C[n+]2ccccc2)cc1
  5 | -19%
O=C(N/N=C/c1ccc(-c2ccc(S(=O)(=O)Nc3ncccn3)cc2)o1)c1cc2ccccc2cc1O
  -12 | i
CCOC(=O)/C=C/C(=O)Nc1cccc([N+](=O)[O-])c1
  nt | ?
Cc1ccccc1OCC(=O)N1CCCCCCC1
  nt | ?
Cc1ccc(-c2nc(=O)[nH]c3ccccc23)cc1
  nt | ?
CCOc1ccc(NC(=O)C2CC(=O)N3CCCN=C3S2)cc1 (stereo unspecified)
  nt | ?
C/C(=N\NC(=O)Cc1c(C)[nH][nH]c1=O)c1ccc2ccccc2c1
  -14 | 1%
CCC(=O)Nc1c(OC(=O)CC)ccc2c(C)cc(=O)oc12
  3 | -4%
CC1CCN(C(=O)C2CCN(S(=O)(=O)c3cccc4nonc34)CC2)CC1
  -1 | -8%
Cc1ccc(C(=O)C(O)C(c2ccc(C)cc2)N2CCCCC2)cc1 (stereo unspecified)
  -22 | 9%
CCc1nnc(NC(=O)CSc2nnc(C(C)NC(=O)c3ccccc3F)n2C)s1 (stereo unspecified)
  47 | 29%
CCOC(=O)N1CCC(n2c(SCC(=O)N3CCC(C)CC3)nc3ccccc3c2=O)CC1
  nt | ?
O=C(Cn1cc(C(=O)c2ccco2)c2ccccc21)NCc1ccco1
  10 | -16%
C/C(=N\N=C(N)N)c1cc(Cl)ccc1Cl
  nt | i
COC(=O)c1ccc(C(NC(=O)c2cccnc2)NC(=O)c2cccnc2)cc1
  nt | 16%
CN(C)C(=O)COC(=O)[C@H](Cc1ccccc1)NC(=O)c1ccco1
  nt | ?
Cn1c(=O)c2c(nc(NCc3ccccc3)n2C)n(C)c1=O
  -17 | -10%
C=C1CCC[C@]2(C)C[C@H]3OC(=O)C(CNC(CC)CO)[C@H]3CC12 (stereo partly specified)
  -16 | -11%
Cc1cc(NC(=O)c2noc3c2CCc2ccccc2-3)n(-c2ccccc2)n1
  nt | ?
CC1=NN(c2ccccc2)C(=O)/C1=C\N(O)c1ccccc1
  19 | i
Cc1ccc(NC(=O)COc2ccc(/C=N/NC(=O)CSCc3ccccc3)cc2)cc1
  nt | ?
C/C(=N/OC(=O)c1c(F)cccc1F)c1nccs1
  -10 | -2%
CC(=O)c1ccc(NC(=O)C(C)Oc2ccc(N(C)S(=O)(=O)c3ccc(C)cc3)cc2)cc1 (stereo unspecified)
  nt | ?
COc1ccc(NC(=O)c2ccccc2Cl)c(NC(=O)c2ccco2)c1
  nt | ?
O=C(O)c1cn[nH]c1-n1cnnn1
  nt | ?
COCCN1C(=O)CC(NNC(=O)c2ccc(S(=O)(=O)N3CCCC3)cc2)C1=O (stereo unspecified)
  nt | ?
CC(C)Cc1nc2sc3c(c2c(=O)n1N)CC(C)(C)OC3
  nt | ?
COc1ccc(C(=O)NNC(=O)CSc2nnc(C(C)C)n2C)cc1
  nt | ?
CS(=O)(=O)N(CC(=O)NCc1ccccc1)Cc1ccc(Cl)cc1
  nt | ?
COc1ccc(S(=O)(=O)NCC2CCCN(C(=O)c3cccs3)C2)cc1 (stereo unspecified)
  2 | 0%
COc1ccc(S(=O)(=O)N2CCC(C(=O)N3CCc4ccccc4C3)CC2)cc1OC
  11 | 15%
Cc1ccc(Cl)cc1N(CC(=O)NCc1ccccc1)S(C)(=O)=O
  -1 | i
COc1ccc(C(C(=O)NCC2CCCO2)N(C(=O)CNC(=O)c2ccco2)c2ccccc2)cc1OC (stereo unspecified)
  nt | ?
Cc1ccc(OCC(=O)NCCO)cc1C
  nt | ?
O=C(Oc1cccc(-n2cnnn2)c1)c1ccco1
  -1 | -6%
Cc1ccc(S(=O)(=O)Oc2ccccc2N2C(=O)C3C4CCC(C4)C3C2=O)cc1 (stereo unspecified)
  nt | ?
CN(CC1CCOCC1)C(=O)CC1C(=O)NCCN1C/C=C/c1ccccc1 (stereo unspecified)
  2 | 0%
CC(=O)c1cc2ccccc2oc1=O
  nt | ?
Cc1cc(NC(=O)CSc2nc(=O)cc(N)n2-c2ccc(F)cc2)no1
  nt | ?
CCOC(=O)N1CCN(C(=O)c2ccc3c(c2)N(Cc2cc(C)ccc2C)C(=O)c2ccccc2S3=O)CC1 (stereo unspecified)
  nt | ?
CCOC(=O)c1sc(Nc2nc3c(F)cccc3s2)cc1C
  3 | 27%
O=C1CCCCC1
  20 | -12%
O=C(O)c1cc(-c2cccs2)nn1-c1cccc(Cl)c1
  nt | i
Cc1nnc(N/N=C/c2ccccc2O)n1N
  3 | 3%
CCc1nn2c(=O)cc(N3CCN(c4cc(C)nc5ccccc45)CC3)nc2s1
  nt | ?
CC(C)OC(=O)CSc1nc(Cc2ccccc2)nc2ccccc12
  -4 | 30%
CCN(CCCNc1ncnc2nc[nH]c12)c1cccc(C)c1
  -12 | i
O=C(c1cccs1)N(Cc1cccc(Cl)c1)C1CCS(=O)(=O)C1 (stereo unspecified)
  -17 | 15%
CCCCCCCCOC(=O)/C=C/c1c(C)[nH]c(=O)[nH]c1=O
  nt | ?
O=C1C2CC=C(Cl)CC2C(=O)N1CC1Cc2ccccc2CO1 (stereo unspecified)
  nt | ?
CCc1ccc(OCC(=O)NNC(=O)c2cc3ccccc3o2)cc1
  3 | 14%
O=C(CSc1nc2ccccc2c(=O)n1-c1ccc(F)cc1F)c1c[nH]c2ccccc12
  nt | ?
CC12CCC(=O)N1C(C(=O)Nc1ccc(F)c(Cl)c1)CS2 (stereo unspecified)
  13 | -6%[0.0737 µM]
CCCCC1(CC(=O)OCC)C(=O)N(c2ccccc2)N(c2ccccc2)C1=O
  nt | ?
O=C(CCn1cccc1)N1CCc2ccccc21
  nt | ?
COc1ccc(NC(=O)c2cc(=O)c3ccccc3o2)cc1Cl
  nt | ?
COc1ccc(-c2oc3ccccc3c2C#Cc2cncn2C)cc1
  -9 | 0%
CCC(C)OC(=O)C1C(c2ccccc2)C(C(=O)O)C1c1ccccc1 (stereo unspecified)
  nt | ?
N#C/C(=N\Nc1ccccc1Cl)C(=O)c1ccccc1
  nt | ?

The results go on.
Each structure is followed by: Lipid storage S3 cell count max | Lipid storage S3
Cc1[nH]n(-c2ccc(Cl)cc2)c(=O)c1N=Nc1cccnc1
  8 | 3%
Cc1ccccc1NC(=S)N(CCc1c(C)[nH]c2ccc(F)cc12)Cc1ccncc1
  nt | ?
COc1ccccc1N(CC(=O)NCCc1ccccc1)C(=O)CCC(=O)Nc1cc(C)ccn1
  nt | 21%
Cc1nc2ccccc2c(C)c1C(=O)c1ccc(F)cc1
  -12 | -17%[9.22 µM]
Cc1ccc(S(=O)(=O)Oc2ccc(/C=C(/NC(=O)c3ccccc3)C(=O)NCC(=O)O)cc2)cc1
  16 | 0%
O=C(Nc1cccc(Cl)c1Cl)C1CCN(c2ncccn2)CC1
  3 | 11%
COC(=O)[C@H](CC(C)C)NC(=O)Nc1ccc2c(c1)OCCO2
  nt | ?
CCN1CCN(c2ccc(S(=O)(=O)N3CCOCC3)cc2NC(=O)c2ccc(Cl)cc2Cl)CC1
  nt | ?
CCN(CC)S(=O)(=O)c1ccc(Cl)c(NC(=O)COc2ccc3c(C)cc(=O)oc3c2)c1
  nt | i
O=C(CCSc1nc(-c2ccco2)cc(C(F)(F)F)n1)N1CCCc2ccccc21
  -18 | i
Cc1ccccc1OCC(=O)NNC=O
  -11 | -13%
CC(NCc1cccnc1)c1ccccc1 (stereo unspecified)
  7 | 2%
Cc1cc(C)nc(N2CCN(c3nc(C)cc(C)n3)CC2)n1
  nt | ?
CC1CCC(C(C)C)C(OC(=O)CSc2nc(N)cc(=O)[nH]2)C1 (stereo unspecified)
  -13 | -3%
O=C(OCCCc1cc2ccccc2c(=O)o1)c1ccco1
  nt | ?
Cc1ccn2cc(CNS(=O)(=O)c3cccs3)nc2c1
  nt | ?
Cc1ccccc1OCc1nc(-c2ccc(NC(=O)c3cccs3)cc2)no1
  nt | ?
Nc1nn2c(C(F)(F)F)cc(=O)[nH]c2c1N=Nc1cccc(F)c1
  nt | ?
O=C(CN1C(=O)C2CC=C(Cl)CC2C1=O)N1CCOCC1 (stereo unspecified)
  -8 | 5%
COc1ccc(CCN(C)C(=O)c2oc3ccccc3c2C)cc1OC
  nt | ?
Nc1ccc(C(=O)c2ccccc2C(=O)O)cc1Cl
  nt | ?
O=c1c2[nH]cnc2n(-c2cccc(F)c2)c(=O)n1Cc1ccccc1
  nt | ?
COC(=O)/C(C#N)=C/c1c[nH]c2ccccc12
  -19 | 3%
O=C1C(=O)N(c2nccs2)C(c2ccccc2)/C1=C(\O)c1ccc2c(c1)OCCO2 (stereo unspecified)
  nt | i
COc1cccc(NC(=O)NC2(C(F)(F)F)Oc3ccccc3O2)c1
  nt | ?
CC1Sc2ccc(S(=O)(=O)CCC(=O)N3CCc4ccccc43)cc2NC1=O (stereo unspecified)
  -1 | i
O=C(CN1CCN(Cc2ccccc2)CC1)NCC1COc2ccccc2O1 (stereo unspecified)
  2 | 5%
COc1ccc(C)cc1NC(=O)C1CCN(S(=O)(=O)c2ccc3c(c2)C(C)(C)C(=O)N3C)CC1
  21 | i
CCCOc1ccc(OCCCCNC(C)CC)cc1 (stereo unspecified)
  nt | ?
Cc1nc2ccc(S(=O)(=O)N(C)CC(=O)NCc3ccc(N(C)C)cc3)cc2s1
  nt | ?
CCCc1ccc(Oc2cn[nH]c2-c2ccc(O)c(C)c2O)cc1
  nt | i
